# Kir21 block = inhibitors of mouse Kir2.1 inward-rectifier potassium channel; P35561; HEK293-Kir2.1, FluxOR thallium flux fluorescence; hits give low values; B-score at 10 µM; 310,000 tested, 0.85% active; AID 1672;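 active means fluorescence ratio B-score at or below minus 3 SD of library scores, with starting-brightness B-score within 2 SD, cut at about -4.2 in these data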;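 further: channel flux triggered by added potassium and thallium sulfate stimulus; B-score of peak minus minimum fluorescence over baseline after thallium stimulus; more negative B-score means stronger Kir2.1 block with less thallium influx; some compounds called inactive have numbers as strong as hits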
# Target sequence (P35561 whole entry, looked up): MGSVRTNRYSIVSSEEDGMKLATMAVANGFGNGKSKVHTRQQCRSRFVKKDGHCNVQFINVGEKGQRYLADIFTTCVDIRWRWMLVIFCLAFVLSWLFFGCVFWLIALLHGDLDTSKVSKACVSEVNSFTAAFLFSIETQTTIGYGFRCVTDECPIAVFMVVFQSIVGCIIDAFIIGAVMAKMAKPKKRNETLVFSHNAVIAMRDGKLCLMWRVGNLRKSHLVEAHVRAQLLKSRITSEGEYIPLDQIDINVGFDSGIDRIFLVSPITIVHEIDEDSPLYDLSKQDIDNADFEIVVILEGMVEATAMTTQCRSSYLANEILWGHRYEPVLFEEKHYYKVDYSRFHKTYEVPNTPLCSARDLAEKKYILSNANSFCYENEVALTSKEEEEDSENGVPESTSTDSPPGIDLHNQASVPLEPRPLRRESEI
# STK33 kinase inh = inhibitors of human STK33 kinase; purified STK33, MBP phosphorylation, ADP-Glo luminescence; inhibition, % at 10 µM; 320,000 tested, 0.073% active;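 active means inhibition at or above 25%, using the most active replicate where run in duplicate; inactive means inhibition below 25%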
# Target sequence (Q9BYT3 whole entry, looked up): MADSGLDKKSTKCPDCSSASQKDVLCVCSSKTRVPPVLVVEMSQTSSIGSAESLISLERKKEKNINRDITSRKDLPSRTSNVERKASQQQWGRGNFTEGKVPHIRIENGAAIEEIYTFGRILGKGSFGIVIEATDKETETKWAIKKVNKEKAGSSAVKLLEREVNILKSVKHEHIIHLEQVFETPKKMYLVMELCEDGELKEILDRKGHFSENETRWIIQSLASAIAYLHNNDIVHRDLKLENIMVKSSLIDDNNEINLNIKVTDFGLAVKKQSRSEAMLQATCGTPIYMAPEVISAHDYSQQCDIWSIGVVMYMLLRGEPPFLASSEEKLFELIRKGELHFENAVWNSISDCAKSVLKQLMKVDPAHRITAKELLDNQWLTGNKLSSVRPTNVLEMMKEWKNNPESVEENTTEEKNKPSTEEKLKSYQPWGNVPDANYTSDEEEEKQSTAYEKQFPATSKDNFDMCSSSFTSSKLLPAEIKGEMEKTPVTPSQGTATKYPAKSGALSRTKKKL
# * marks the source's active call; other numbers are inactive results; / = no result given.
nr	canonical_smiles	Kir21 block	STK33 kinase inh
1	Cc1cccc(CCNC(=O)C2CCCN(S(=O)(=O)c3cnc[nH]3)C2)c1 (stereo not given)	-2	-0.2
2	CCn1cc(C(=O)N2CCN(c3ccccn3)CC2)c2cc(OC)c(OC)cc2c1=O	/	-1.5
3	Cc1ccc(Cl)cc1N(CC(=O)NC(C)c1ccccc1)S(C)(=O)=O (stereo not given)	-0.56	-1.7
4	COc1cccc(NC(=O)c2nnn(CCc3ccccc3)c2N)c1	0.83	3.9
5	Cc1cc(C)nc(Sc2c(C)nn(-c3ccccc3)c2C)n1	-0.61	-0.4
6	Cn1nc(C(F)(F)F)c(C#N)c1N1CCN(c2ccccc2)CC1	-0.42	-0.8
7	CCN(CC)S(=O)(=O)c1ccc2nc(NC(=O)c3cccs3)sc2c1	-0.52	-0.1
8	CCN(CC)S(=O)(=O)c1ccc2c(c1)c(=O)c(C(=O)N1CCc3ccccc3C1)cn2C	-1.2	-1.5
9	CCC(=O)N1CCc2cc(Br)cc(S(=O)(=O)NCC3CCCO3)c21 (stereo not given)	-0.71	-0.7
10	Cc1cc(C)c(-c2cc(NC(=O)CSc3nncn3C)n(-c3ccccc3)n2)cc1C	0.1	-1.5
11	Cc1cccc2cc(C(c3nnnn3CC3CCCO3)N3CCc4ccccc4C3)c(=O)[nH]c12 (stereo not given)	/	0.0
12	COCC(=O)NC1CCN(S(=O)(=O)c2cccc(C(C)=O)c2)CC1	-0.01	-0.1
13	CCOCCc1nnc(NC(=O)CS(=O)(=O)c2ccc(C)cc2)s1	0.2	1.3
14	CC(C)c1ccc(OCC(=O)Nc2ccc(OC(F)(F)F)cc2)cc1	-0.04	-1.1
15	Cc1ccc(F)c(C2C3C=CCC(c4cccc(-c5ccc(N(C)C)cc5)c4)C3C(=O)N2Cc2ccccc2)c1 (stereo not given)	0.86	-0.1
16	Cn1c(=O)c(=O)n(C)c2cc(S(=O)(=O)N3CCC(Cc4ccccc4)CC3)ccc21	2	0.0
17	Fc1cccc(-c2nn[nH]n2)c1	-0.73	-1.8
18	COc1cccc(COC(=O)C2CC(=O)N(Cc3ccc(C)cc3)C2)c1OC (stereo not given)	-0.38	0.0
19	COc1ccccc1Nc1nc(N)nc(CN2CCN(Cc3ccccc3)CC2)n1	1.3	-1.7
20	CCOc1ccc(NC(=O)CSc2nnc(Cc3cccn3C)n2-c2ccc(OC)cc2)cc1	1.1	7.3
21	O=C(CCN1C(=O)C2C3C=CC(C3)C2C1=O)N1CCN(c2ccccc2Cl)CC1 (stereo not given)	1.2	-1.3
22	COc1cccc(CNC(=O)CCC2CCCN(C(=O)C3CCOCC3)C2)c1 (stereo not given)	1.3	0.4
23	Cc1ccc(OCc2ccc(C(=O)Nc3nc4ccccc4n3C)o2)c([N+](=O)[O-])c1	1.1	0.2
24	COCC(C)NC(=O)c1cc(S(=O)(=O)N2CCCCC2)ccc1N1CCOCC1 (stereo not given)	0.07	-0.7
25	CCOc1ccc(NC(=O)C(=S)NC2CCCCC2)cc1	-0.05	-0.1
26	CC1CCc2sc(C(=O)N/N=C/c3ccc(O)cc3)cc2C1 (stereo not given)	-1.6	-0.3
27	COc1ccc(Cl)cc1NC(=O)C(C)OC(=O)C1=NNC(=O)CC1 (stereo not given)	/	-0.2
28	Cc1nn(CC(=O)N2CCc3ccccc3C2)c(C)c1[N+](=O)[O-]	1.9	0.1
29	CN(C(=O)CSc1nncn1-c1ccccc1)C1CCS(=O)(=O)C1 (stereo not given)	0.14	-1.1
30	C#CC1(NC(=O)N(C)C)CCCCC1	0.43	-0.9
31	CCN(C(=O)c1ccc(S(=O)(=O)N(C)C)cc1)C(C)C(=O)Nc1ccc(C)cc1 (stereo not given)	-0.85	-1.0
32	O=C(O)C1CC=CCC1C(=O)NCCc1cccc(Cl)c1 (stereo not given)	-0.72	0.1
33	CCN(Cc1ccccc1)Cc1nc(CCc2ccccc2)no1	1.5	-0.5
34	COc1ccc(OCCNC(=O)C(Cc2c[nH]c3ccccc23)NC(C)=O)cc1 (stereo not given)	-1	-0.3
35	COc1ccc(NC(=O)C2CCCN(S(=O)(=O)c3cccnc3)C2)c(OC)c1 (stereo not given)	1.3	2.6
36	C=CCSc1nnc(-c2ccncc2)n1-c1ccc(OCC)cc1	-1.1	-0.7
37	CCOC(=O)c1c(NC(=O)CSc2nc3c(c(=O)n(C)c(=O)n3C)n2CC)sc(C)c1C	0.9	-0.7
38	Cc1c(-c2ccccc2)cnc2c(C)cccc12	0.45	-1.6
39	Cc1ccc(CNC(=O)CNS(=O)(=O)c2ccc3c(c2)C(C)(C)C(=O)N3C)cc1	-0.45	0.0
40	CCC(C)[C@H](NC(=O)OC(C)(C)C)C(=O)N/N=C/C1=Cc2ccccc2OC1 (stereo not given in full)	-0.27	-0.6
41	O=C(CSc1ncnc2nc[nH]c12)c1ccc(Cl)cc1	-0.46	-1.4
42	Cc1ccc(CN2CCNC(=O)C2CC(=O)NCCCn2cccn2)o1 (stereo not given)	1.5	-1.1
43	COC(=O)CSc1nc2ccccn2c(=O)c1C=O	-0.76	-1.2
44	CCCNC(=O)Nc1ccc(NC(C)=O)cc1	0.16	0.6
45	CC1=C(C(N)=O)C(c2cccc(OCc3ccccc3)c2)n2nnnc2N1 (stereo not given)	0.88	-0.1
46	O=C(NCc1cccs1)C1CCCN1C(=O)Nc1ccccc1 (stereo not given)	0.85	-3.9
47	CCc1nnc(NC(=O)CN2CCN(Cc3ccccc3Cl)CC2)s1	-0.07	-1.3
48	CCCCn1c(N)c(N(CC(C)C)C(=O)CSCc2ccc(Cl)c(Cl)c2)c(=O)[nH]c1=O	0.48	/
49	Cc1cc(C(C)(C)C)oc1C(=O)O	-0.82	-1.2
50	CCOC(=O)C1CCCN(c2c(NCCc3cccc(C)c3)c(=O)c2=O)C1 (stereo not given)	-0.03	-1.0

# (next part)
nr	canonical_smiles	Kir21 block	STK33 kinase inh
51	CCN1CCN(Cc2ccc(OC)c(OCc3ccccc3)c2)CC1	-1.5	0.1
52	CCCCCCCCCOC(=O)C1N2C(=O)[C@@H](NC(=O)COc3ccccc3)[C@H]2SC1(C)C (stereo not given in full)	0.3	-0.4
53	CCOC(=O)CNS(=O)(=O)c1cc(-c2nn(C)c(=O)c3ccccc23)ccc1C	0.25	-1.0
54	COc1ccc2c(c1)-c1nc(/N=C/c3ccc(O)cc3)sc1CC2	/	-0.4
55	O=C(NC1CCCCC1)c1cc(-c2ccc(Cl)cc2)on1	1.9	-1.0
56	O=C(c1cc2ccccc2oc1=O)N(Cc1ccco1)CC1CCCO1 (stereo not given)	0.02	-1.3
57	COc1ccc(CNC(=O)CC(NC(N)=O)c2ccccc2Cl)cc1OC (stereo not given)	-1	0.2
58	Cc1ccccc1NC(=O)C(C)OC(=O)C1CC(=O)N(Cc2ccco2)C1 (stereo not given)	/	-1.0
59	COC(=O)c1cc(NC(=O)Cn2nc(C)n3cccc3c2=O)cc(C(=O)OC)c1	-1.5	-0.2
60	Cc1cc(C)n(-c2ccc3cccc(NS(C)(=O)=O)c3n2)n1	-0.65	-1.1
61	CC1CN(CC(O)COc2ccc(C#N)cc2)CCN1CC(O)COc1ccc(C#N)cc1 (stereo not given)	-0.04	-1.4
62	COc1cccc(NC(=O)CN(C)C(C)C(=O)NC(=O)NC2CCCCC2)c1 (stereo not given)	/	-2.0
63	CC1CCCN(C(=O)Cn2nnc(-c3cccnc3)n2)C1 (stereo not given)	-0.44	-3.5
64	Cc1ccc2nc(-c3ccccc3)cc(C(=O)Nc3cccnc3)c2c1	/	-0.6
65	CCN1CCN(c2ccc(N=Cc3ccccc3O)cc2)CC1	0.62	21
66	CC(NC(=O)c1nn(C)c(=O)c2ccccc12)c1ccccc1 (stereo not given)	-2.1	0.5
67	NC(=O)CSc1nnc(-c2ccco2)n1-c1ccccc1	1.8	0.1
68	Cc1ccc(OCCC(=O)OCC(=O)Nc2ccc(Cl)cn2)cc1	-0.17	0.5
69	CCC1CCCCN1S(=O)(=O)c1c(C)n(C)c(=O)n(C)c1=O (stereo not given)	0.61	-0.4
70	Cn1c(=O)oc2cc(S(=O)(=O)N3CCCC(C(=O)Nc4ccccn4)C3)ccc21 (stereo not given)	0.01	-3.2
71	CCn1cc([N+](=O)[O-])c(C(=O)N2N=C3/C(=C/c4cccs4)CCCC3C2c2cccs2)n1 (stereo not given)	0.34	-1.3
72	c1ccc(-n2nnnc2OCCOc2nnnn2-c2ccccc2)cc1	0.49	-0.8
73	Nc1ccc(Cl)c(S(=O)(=O)Nc2ccc(Cl)cc2)c1	0.16	-1.5
74	O=C(/C=C/c1ccccc1)N1CCOCC1	0.9	0.4
75	COc1ccc(C(=O)N/C(=C/c2cccnc2)C(=O)N2CCCCCC2)cc1OC	0.84	-2.0

# Full records, quoted from the list:
# CCC(=O)N1CCc2cc(Br)cc(S(=O)(=O)NCC3CCCO3)c21 (stereo not given) is listed with Kir21 block: -0.71; STK33 kinase inh: -0.7
# O=C(CSc1ncnc2nc[nH]c12)c1ccc(Cl)cc1 is listed with Kir21 block: -0.46; STK33 kinase inh: -1.4
# CCOC(=O)C1CCCN(c2c(NCCc3cccc(C)c3)c(=O)c2=O)C1 (stereo not given) is listed with Kir21 block: -0.03; STK33 kinase inh: -1.0

# (continued)
# Values run as follows: Kir21 block | STK33 kinase inh
76	O=C(COc1ccc(-c2nnco2)cc1)Nc1cc([N+](=O)[O-])ccc1F
  / | -1.1
77	CC(=O)Nc1ccc(S(=O)(=O)c2ccc([N+](=O)[O-])cc2)cc1
  0.29 | -0.6
78	N=c1sccn1CC(=O)NCc1ccc(Cl)cc1Cl
  -1.1 | 1.8
79	CCOC(=O)NC(=O)/C(N=Nc1ccc(C(F)(F)F)cc1)=C(\C)O
  -1.2 | -0.6
80	Cc1cc(Nc2ccc(F)cc2Cl)n2nc(C)nc2n1
  0.51 | -0.1
81	COc1cc(OC)cc(C(=O)NNC(=O)Cc2ccc(OC)c(S(=O)(=O)N3CCOCC3)c2)c1
  -0.05 | /
82	O=C(CN1CCN(S(=O)(=O)c2ccc(Cl)cc2)CC1)NCC1(N2CCOCC2)CCCCC1
  / | 1.3
83	CC(C)c1nccn1CCC(=O)O
  0.01 | -0.1
84	O=C(Nc1ccc(Cl)cc1)N(Cc1nnc2n1CCCCC2)c1ccccc1
  0.54 | -0.3
85	CC(NC(=O)c1ccccc1)c1nnc(SCC(=O)NC2=NCCS2)n1C (stereo not given)
  0.73 | 1.3

# Along the list, from the results shown.
# STK33 kinase inh for entries 76–85, in order: -1.1, -0.6, 1.8, -0.6, -0.1, /, 1.3, -0.1, -0.3, 1.3

# Other compounds:
# Values run as follows: Kir21 block | STK33 kinase inh
86	COC(=O)C(C)N(C#N)c1nc(NC(C)C)nc(SC)n1 (stereo not given)
  -2.6 | -3.3
87	Cc1nn(CC(=O)NCCN2CCCCCC2)c(=O)c2nn(-c3ccccc3)c(C)c12
  -0.26 | -1.6
88	COc1ccc(C2=Nn3c(nnc3-c3ccccc3C(F)(F)F)SC2)cc1OC1CCOC1 (stereo not given)
  / | -1.3
89	COc1ccc(/C=N\NC(=O)c2ccccc2Br)cc1COc1ccc(F)cc1
  -0.13 | 1.2
90	Cn1nnnc1SCC(=O)Nc1ccc(Cl)c(S(=O)(=O)N2CCOCC2)c1
  -1.8 | -2.3
91	Cc1cc(C)n(-c2nnc(N3CCN(c4ccccc4)CC3)nn2)n1
  -0.2 | 1.0
92	COC(=O)c1sc(N)c(C(=O)OC)c1COC(=O)[C@@H](NS(=O)(=O)c1cccc(Cl)c1)C(C)C
  -1 | 0.4
93	COC(=O)c1sc2cc(C(F)(F)F)cnc2c1-c1cccnc1
  0.02 | 4.3
94	COc1ccccc1/C=C1\SC(=O)N(CCC(=O)NNC(=O)c2ccccc2Cl)C1=O
  -0.07 | 0.9
95	COc1ccc(CN2C(=O)c3cccnc3C2=O)cc1S(=O)(=O)NCc1ccc(C)o1
  -2.3 | 1.4
96	Cc1c(Cl)cccc1Nc1nc(N)nc(CSc2nc3ccccc3s2)n1
  -0.05 | -0.2
97	COc1ccc(CNCC2COc3ccccc3O2)cc1 (stereo not given)
  -1.3 | -0.4
98	COc1cc(NC(=O)c2ccccc2Cl)c(OC)cc1NC(=O)CN1CCCCC1
  -0.25 | 0.7
99	Cc1cc2c(cc1C)NC1=C(N2)OC(c2cccc(O)c2)C1=O (stereo not given)
  -0.33 | -2.0
100	CCCCn1c(N)c(N(CCOC)C(=O)c2ccco2)c(=O)[nH]c1=O
  -0.05 | 0.4
101	Cc1cc(OCC(=O)NC2CC(C)(C)NC(C)(C)C2)c2c(C)cc(=O)oc2c1
  1.2 | -0.9
102	COc1ccc(NC(=O)c2cc(C)nn2-c2ccccc2)cc1
  -1.2 | 0.6
103	COc1ccc(CC(NC(C)=O)C(=O)NC2CCN(c3nnnn3-c3ccccc3)CC2)cc1 (stereo not given)
  0.07 | -2.3
104	O=C(CSc1n[nH]c(=O)n1C1CC1)N1N=C(c2ccc(Cl)cc2)CC1c1ccco1 (stereo not given)
  0.28 | -1.3
105	Cc1ccc(OCCC(=O)OCC(=O)NNC(=O)c2ccccc2)cc1
  -0.05 | -0.5
106	Cc1ccc(-c2nnn(CC(=O)N3CCCCC3)n2)cc1
  -2.1 | -1.0
107	COc1ccc(C(=O)NC(C(=O)NCCc2ccc3c(c2)OCCO3)C(C)C)cc1 (stereo not given)
  1.2 | -1.7

# An excerpt from above in order of molar mass, rising.
# Values run as follows: Kir21 block | STK33 kinase inh
99	Cc1cc2c(cc1C)NC1=C(N2)OC(c2cccc(O)c2)C1=O (stereo not given)
  -0.33 | -2.0
105	Cc1ccc(OCCC(=O)OCC(=O)NNC(=O)c2ccccc2)cc1
  -0.05 | -0.5
96	Cc1c(Cl)cccc1Nc1nc(N)nc(CSc2nc3ccccc3s2)n1
  -0.05 | -0.2

# Source: PubChem (several laboratories)
